Screening results as filed in PubChem BioAssay.
TSHR antag – antagonists of human thyroid stimulating hormone receptor; TSHR-expressing cells, TSH-stimulated cAMP HTRF, 2 h; active compounds read low; activity change, negative = inhibition, % at 11.5 µM; 330,000 tested, 0.2% active; AID 504810;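 active = activity change below a set negative limit, meaning inhibition stronger than a set level, cut at about -70% in these data; inconclusive = activity change between two set negative limits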; also: % is scaled to controls: 0 for no effect and ±100 for the full control effect
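Competitive HTRF cAMP read-out (cryptate anti-cAMP antibody, cAMP-d2; 30 min, room temperature) in freshly harvested TSHR cells. Compounds added before TSH at EC80 (4nM final), followed by 2 hours' incubation at 37 deg C.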
ASM inhibitor – blocks human secretory acid sphingomyelinase. P17405. placental ASM, HMU-PC fluorogenic substrate, 60 min. Potency, µM (top dose mostly 57.5 µM), inactives show at the highest dose activity change, negative = inhibition, actives largely listed as inhibitors. 340,000 tested, 0.006% active. AID 504937; also: potency is read from the fitted curve at half-maximal effect
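Fluorogenic HMU-PC substrate (9 uM final) is turned over by placental ASM in 60 min at 37 C after a 10 min compound preincubation. Reaction ended by alkaline stop (pH 10), with fluorescence read at 386/447 nm.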
Tb PFK block – blocks T. brucei phosphofructokinase; O15648; Potency, µM (doses to about 57.5 µM), inactives show top-dose activity, negative = inhibition, usual class: inhibitors; T. brucei PFK, ADP-Glo luminescence; 330,000 tested, 0.17% active;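 also: potency is read from the fitted curve at half-maximal effect; 0% = uninhibited 1x PFK enzyme wells and -100% = no-enzyme wells; nearly all actives have a fitted effect of over 60% in size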
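In TEA buffer at pH 8.0 with 5 mM MgCl2, enzyme (1.25 nM) converted F6P (0.5 mM) and ATP (0.1 mM) for 45 min at room temperature. ADP product was read by luciferase luminescence.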
Eya2 phos inh – inhibitors of human Eya2 phosphatase activity; recombinant Eya2, OMFP fluorescence dephosphorylation (OMFP is methylfluorescein phosphate); 330,000 tested, 0.006% active; Potency, µM (titrated, usually from 76.9 µM), inactives show at the top dose activity, negative = inhibition, hits mostly inhibitors; O00167; also: potency is read from the fitted curve at half-maximal effect; % is scaled to controls: 0 for no effect and ±100 for the full control effect
Target sequence (O00167 whole entry, looked up): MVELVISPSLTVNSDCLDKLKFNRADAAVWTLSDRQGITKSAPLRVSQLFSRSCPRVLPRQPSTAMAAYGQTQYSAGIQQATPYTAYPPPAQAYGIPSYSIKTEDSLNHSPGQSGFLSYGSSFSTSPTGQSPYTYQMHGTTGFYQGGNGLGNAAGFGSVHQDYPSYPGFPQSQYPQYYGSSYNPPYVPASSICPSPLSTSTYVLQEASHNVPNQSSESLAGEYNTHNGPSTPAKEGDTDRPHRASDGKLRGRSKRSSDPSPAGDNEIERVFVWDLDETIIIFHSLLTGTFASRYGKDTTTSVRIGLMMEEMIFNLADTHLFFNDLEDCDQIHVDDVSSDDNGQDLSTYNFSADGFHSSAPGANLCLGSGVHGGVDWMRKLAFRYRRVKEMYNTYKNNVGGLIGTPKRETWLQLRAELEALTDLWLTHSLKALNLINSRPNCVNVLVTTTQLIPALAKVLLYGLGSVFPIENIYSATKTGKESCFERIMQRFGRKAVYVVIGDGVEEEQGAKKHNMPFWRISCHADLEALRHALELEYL
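Eya2 protein (added as 0.2 uM solution) was preincubated with compound for 10 min at ambient temperature in 50 mM HEPES pH 7.5, 50 mM NaCl, 5 uM MgCl2, 0.05% BSA, 1 mM DTT. OMFP (added at 50 uM) then reacted 10 min; fluorescence read at 485/525 nm.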
ELG1 repair inh – blocks ELG1-dependent DNA repair in HEK293T cells; HEK293T ELG1-luciferase reporter, luminescence, 16 h; DNA damage induced by 5-fluorouridine; Potency, µM (titrated, usually from 46.1 µM), for inactives: top-dose activity change, negative = inhibition, most hits filed as inhibitors; 330,000 tested, 2.3% active; also: potency is read from the fitted curve at half-maximal effect; % is scaled to controls: 0 for no effect and ±100 for the full control effect; nearly all actives have a fitted effect of over 55% in size
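Quantitative HTS, concentration-response format. 2,000 cells/well co-treated with 5-fluorouridine and compound, 16 hr in 5% CO2 at 37 °C; ONE-Glo luminescence read after 30 min.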
a7 integrin act – activates integrin-mediated alleviation for muscular dystrophy; alpha7betagal myoblasts, beta-gal FDG fluorescence, 48 h; Potency, µM (series often up to 38.3 µM), without a hit: top-dose activation, hits mostly activators; 350,000 tested, 0.064% active;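 also: potency is read from the fitted curve at half-maximal effect; 100% = response of the positive control SU9516; nearly all actives have a fitted effect of over 60% in size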
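Alpha7betagal+/- myoblasts (passage 13) were plated 16-24 hr, then exposed to compounds (1:260 dilution of DMSO stock) for 48 hours at 37C. After MPER lysis, β-galactosidase reporter activity was read as FDG fluorescence (ex 480/em 540) after 30 minutes.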
AT treatment – candidate therapy for ataxia-telangiectasia. 320,000 tested, 0.19% active. AID 485349. […] A-T fibroblasts, KAP-1 phosphorylation AlphaLISA; neocarzinostatin DNA damage 30 min before lysis. Potency, µM (titrated, usually from 57.5 µM), without a hit: at the top dose activation, hits mostly activators; also: potency is read from the fitted curve at half-maximal effect; % of control where 0% means no effect; nearly all actives have a fitted effect of over 45% in size
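hTERT-immortalized A-T patient fibroblasts ([…]), 500 cells/well in OPTI-MEM, 1% FBS, got compounds for 60 min, then NCS for 30 min at 37C. Lysates were then assayed for phospho-KAP-1 by AlphaLISA (anti-pKAP1 donor, anti-KAP1 acceptor beads), 6 hr at 25C.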
PTAP TSG101 blk – blocks PTAP/TSG101 interaction to inhibit HIV-1 budding; Q99816; Fluorescence polarization, FITC-PTAP peptide / Tsg101 binding; Potency, µM (top dose mostly 115 µM), without a hit: at the highest dose activity change, negative = inhibition, most hits filed as inhibitors; 340,000 tested, under 10 active; active = well fitted inhibition curve with a large enough effect in the main read-out, with a control signal flat, not every such curve was filed as active; inconclusive = small, poorly fitted or top-dose-only effect, or effect the other way, or a change in a side signal; inactive = no such curve, though single readings can be large or run the other way; also: potency is read from the fitted curve at half-maximal effect; % of control where 0% means no effect
Target sequence (Q99816 whole entry, looked up): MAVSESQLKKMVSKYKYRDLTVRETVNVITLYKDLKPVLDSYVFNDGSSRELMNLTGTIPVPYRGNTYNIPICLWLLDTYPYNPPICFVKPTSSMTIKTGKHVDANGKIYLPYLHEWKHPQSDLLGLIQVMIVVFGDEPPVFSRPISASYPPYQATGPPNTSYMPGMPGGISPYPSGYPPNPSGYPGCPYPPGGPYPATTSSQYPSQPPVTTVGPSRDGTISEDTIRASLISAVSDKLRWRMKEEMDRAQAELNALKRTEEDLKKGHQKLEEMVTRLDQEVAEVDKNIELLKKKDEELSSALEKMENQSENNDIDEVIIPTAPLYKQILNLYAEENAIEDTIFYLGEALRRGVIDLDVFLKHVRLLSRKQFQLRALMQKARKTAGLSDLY
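Compounds were pin-transferred onto Tsg101 binding domain (10 uM final) in HEPES pH 7.5 buffer, then FITC-PTAP peptide was added at 50 nM final. After 20 min at RT, polarization reported peptide displacement across a qHTS concentration series.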
Chronic BCR inh – inhibitors of chronic active B-cell receptor signaling | ABC-DLBCL IkBa-CBG/CBR reporter, luminescence ratio, 4 h | Potency, µM (highest dose often 46.1 µM), inactives show top-dose ratio change, negative = lower green/red ratio, actives largely listed as inhibitors | 340,000 tested, 0.05% active; active = well fitted inhibition curve with a large enough effect in the signal ratio, with a control signal flat, not every such curve was filed as active; inconclusive = small, poorly fitted or top-dose-only effect, or effect the other way, or a change in a side signal; the % refers to the signal ratio;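 also: potency is read from the fitted curve at half-maximal effect; plate controls were basal doxycycline-induced cells for no effect and cells given 10 µM MG132 for full effect; MG132 reads +100%, hits lower the ratio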
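Cell line TMD8 (human ABC DLBCL), stably expressing tet-inducible CBG68-IkBa fusion and CBR; IMDM/0.5% FBS; cpd up to 46 uM; dox induction, 4 h, 37C/5% CO2; dual luminescence; green/red ratio; MG132 control.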
TCR activator – T cell receptor activation; AID 504894; primary human leukocytes, anti-CD3, IL-2 HTRF, 48 h; 330,000 tested, under 10 active; Potency, µM (top dose mostly 9.22 µM), for inactives: at the top dose activation of IL-2 secretion, hits mostly activators; also: % of control where 0% means no effect
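Primary human leukocytes incubated 48 hr with anti-CD3 beads plus compound, without co-stimulation. Secreted IL-2 measured by HTRF (europium cryptate/d2 anti-IL-2 pair, 320 nm excitation, 665 nm emission).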
Mito fusion act – blocks mitochondrial division or promotes mitochondrial fusion. S. cerevisiae fusion-defective mutant growth rescue, CellTiterGlo 48 h. Potency, µM (top dose mostly 46.1 µM), inactives show top-dose growth rescue (activation), usual class: activators. 320,000 tested, 0.23% active;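 also: potency is read from the fitted curve at half-maximal effect; % of control where 0% means no effect; nearly all actives have a fitted effect of over 45% in size; temperature-sensitive fusion mutants such as fzo1-1 at 37 °C on non-fermentable ethanol glycerol medium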
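Read-out: ATP-based luminescence (CellTiterGlo, 10 min ambient) reporting growth of fusion-defective ts yeast after 48 hours at 37C on glycerol/ethanol YPEG medium in the presence of compound.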
Active calls of the source: *; ? = inconclusive; . = no result given; [ ] = another dose, or the depositor's remark. Unless noted, calls follow the shape of the dose curve; as a rule, active = well fitted curve in the direction sought with a large enough effect; inconclusive = small, poorly fitted or top-dose-only effect, or another doubt; inactive = no such curve, though single readings can be large; an effect the other way counts as inactive or inconclusive.

nr | smiles | a7 integrin act | Mito fusion act | Tb PFK block | PTAP TSG101 blk | TSHR antag | Chronic BCR inh
1 | O=C(C[n+]1cc(-c2ccccc2)n2c1CCC2)N1c2ccccc2Sc2ccccc21 | -26% | 2% | 0% | -7% | 0 | -2%
2 | CN1CCN(c2ccccc2NC(=O)c2ccc(-c3cccc([N+](=O)[O-])c3)o2)CC1 | -17% | 7% | 0% | -1% | -4 | ?
3 | Cc1ccc(S(=O)(=O)CCC(=O)OCc2ccc(Cl)c(Cl)c2)cc1 | -8% | 7% | ? | -2% | 5 | -2%
4 | CC1Cc2ccccc2N1C(=O)CSc1nc2ccccc2n1CC(=O)N1CCOCC1 (configuration not stated) | -1% | -10% | -13% | 0% | 0 | 0%
5 | C=CCN(CC(=O)NCc1ccccc1)C(=O)c1csnn1 | 20% | -4% | 0% | -2% | -8 | 0%
6 | O=C(Nc1ccc([N+](=O)[O-])cn1)c1cccnc1 | -7% | 1% | -2% | -1% | 16 | 1%
7 | O=C(NCc1ccc(F)cc1)c1cc(S(=O)(=O)N2CCOCC2)ccc1F | -1% | 5% | -2% | 0% | 3 | 1%
8 | COC(=O)c1c(C)n(-c2ccc(C)cc2)c2ccc(O)cc12 | -9% | -1% | -5% | -5% | 2 | 3%
9 | CC(C)c1ccc(/C=C(\c2nc3ccccc3[nH]2)S(=O)(=O)c2ccccc2)cc1 | -52%[inhibitor] | ? | 0% | -4% | -22 | ?
10 | COc1cc(Cl)c(C)cc1NC(=O)c1ccc(S(C)(=O)=O)cc1 | 24% | -3% | -3% | -6% | 8 | 1%
11 | COc1ccc(C2/C=C\CC(NC(=O)OCC3c4ccccc4-c4ccccc43)CC(=O)N2Cc2ccccc2F)cc1 (configuration not stated) | 16% | . | 5% | -2% | -17 | 0%
12 | C/C(=N\NS(=O)(=O)c1ccc([N+](=O)[O-])cc1)c1ccc2c(c1)OCO2 | 0% | 4% | 6% | -3% | -4 | 8%
13 | O=C(Nc1cccc(S(=O)(=O)NC2=NCCC2)c1)c1ccc(C(F)(F)F)cc1 | 0% | . | 1% | 1% | -13 | 0%
14 | Cc1ccc(N(CC(=O)NC(C)C)C(=O)CCC(=O)Nc2nccs2)c(C)c1 | -6% | -12% | -1% | -7% | -6 | 0%
15 | Cc1cccc(NC(=S)NNC(=O)CCn2cc(C)cn2)c1 | 7% | -4% | -1% | . | 48 | ?

nr | ASM inhibitor | TCR activator | AT treatment | Eya2 phos inh | ELG1 repair inh
1 | -2% | -3%[46.1 µM] | 12% | 0% | 3%
2 | 3% | 4%[46.1 µM] | -4% | -3% | ?
3 | 3% | -3%[46.1 µM] | -2% | 2% | ?
4 | -2% | 1% | 0% | 0% | -4%
5 | 6% | 4% | 1% | -13% | -2%
6 | -1% | 2% | -8% | 7% | -1%
7 | -3% | 3% | 18% | 2% | 1%
8 | 1% | -3% | -5% | 5% | -27%
9 | -3% | -1%[46.1 µM] | 4% | 2% | ?
10 | -7% | -3% | -3% | 1% | -2%
11 | ? | -9%[46.1 µM] | 6% | 2% | -16%
12 | -2% | -6% | 4% | 5% | 4%
13 | -4% | 9%[46.1 µM] | 5% | 5% | ?
14 | 3% | 1% | -29% | -11% | -6%
15 | -2% | . | 4% | -10% | 12%

2 of the compounds above, as labelled records:
1) O=C(C[n+]1cc(-c2ccccc2)n2c1CCC2)N1c2ccccc2Sc2ccccc21
  a7 integrin act: -26%
  Mito fusion act: 2%
  Tb PFK block: 0%
  PTAP TSG101 blk: -7%
  TSHR antag: 0
  Chronic BCR inh: -2%
  ASM inhibitor: -2%
  TCR activator: -3%[46.1 µM]
  AT treatment: 12%
  Eya2 phos inh: 0%
  ELG1 repair inh: 3%
12) C/C(=N\NS(=O)(=O)c1ccc([N+](=O)[O-])cc1)c1ccc2c(c1)OCO2
  a7 integrin act: 0%
  Mito fusion act: 4%
  Tb PFK block: 6%
  PTAP TSG101 blk: -3%
  TSHR antag: -4
  Chronic BCR inh: 8%
  ASM inhibitor: -2%
  TCR activator: -6%
  AT treatment: 4%
  Eya2 phos inh: 5%
  ELG1 repair inh: 4%

Continued:
nr | smiles | a7 integrin act | Mito fusion act | Tb PFK block | PTAP TSG101 blk | TSHR antag | Chronic BCR inh
16 | N#Cc1c(/N=C\c2ccc(O)c([N+](=O)[O-])c2)sc2c1CCCC2 | 24% | ? | -3% | -2% | -2 | 10%
17 | CC(=O)Oc1ccc(N(C(C)=O)S(=O)(=O)c2cc([N+](=O)[O-])ccc2C)cc1 | 23% | 1% | -10% | -1% | 3 | -3%
18 | NC(=O)COc1ccccc1C(=O)NC12CC3CC(CC(C3)C1)C2 | 23% | -5% | 2% | 1% | -8 | 4%
19 | CCOc1ccc(C(=O)NC2CCN(C(=O)NCc3ccccc3)CC2)cc1 | -11% | 2% | 4% | -7% | -12 | 3%
20 | O=C1CCCN2N=C(SCC(=O)Nc3cccc(C(F)(F)F)c3)SC2=N1 | -39% | -10% | -2% | 6% | -32 | ?
21 | CC(C)C(c1nnnn1Cc1ccc(F)cc1)N1CCN(C2CCCCC2)CC1 (configuration not stated) | 3% | -7% | -4% | -1% | 5 | ?
22 | Cn1cc(S(=O)(=O)N2CCC3(CC2)OCCO3)c(=O)n(C)c1=O | 2% | -4% | -4% | 2% | 14 | 3%
23 | CC(Oc1cccc(Br)c1)C(=O)NNC(=O)CCNC(=O)c1ccccc1Cl (configuration not stated) | -9% | -1% | -11% | -2% | 9 | 1%
24 | Cc1cccc(N2CC(C(=O)Nc3nc4ccc(S(C)(=O)=O)cc4s3)CC2=O)c1C (configuration not stated) | 0% | 3% | 1% | -4% | -11 | -22%
25 | CCOc1ccc(CSCCNC(=S)Nc2ccc(OC)cc2)cc1 | -51%[inhibitor] | 2% | 0% | -3% | -8 | -12%
26 | O=S(=O)(Nc1ccc(-c2nc3cccnc3s2)cc1)c1ccc(Cl)s1 | 19% | ? | 5% | -2% | -15 | ?
27 | N#Cc1cccnc1N1CCN(C(=O)c2cccc3c2C(=O)c2ccc(-c4ccc(Cl)c(C(F)(F)F)c4)cc2S3(=O)=O)CC1 | 21% | . | 0% | -6% | -15 | 0%
28 | CC1CCCN(CC(=O)Nc2cc(Cl)ccc2Oc2ccccc2)C1 (configuration not stated) | -19% | -13% | -4% | -4% | -9 | ?
29 | CCOc1ccccc1NC(=O)NC(=O)N(C)S(C)(=O)=O | 13% | -1% | -2% | 0% | 5 | 0%
30 | COC(c1ccccc1)c1nnc(CCC(=O)N2CCN(C3CCCC3)CC2)o1 (configuration not stated) | -19% | 0% | -2% | -1% | 8 | -4%
31 | Cc1cccc(NS(=O)(=O)c2cc(C(=O)OCC(=O)Nc3cc(C)on3)ccc2C)c1 | 7% | -7% | 0% | -7% | -1 | ?
32 | CC(=O)Nc1ccc(C2=CC(=O)C[C@H](c3ccc(Cl)cc3)C2)cc1 | -21% | ? | -2% | -7% | -36 | ?

nr | ASM inhibitor | TCR activator | AT treatment | Eya2 phos inh | ELG1 repair inh
16 | -1% | 5% | -4% | -29% | 5%
17 | 11% | -2%[46.1 µM] | -7% | 3% | 4%
18 | 4% | -15% | -2% | -11% | -3%
19 | 0% | . | 1% | 0% | -4%
20 | 3% | 15% | -5% | 5% | -18%
21 | 4% | 6% | 8% | 0% | -11%
22 | 1% | 4% | -2% | 1% | 13%
23 | -3% | 2% | -9% | 3% | 18%
24 | -3% | 1% | 0% | 2% | ?
25 | -9% | -6% | 24% | -7% | ?
26 | . | -2% | 10% | -16% | ?
27 | 0% | -2% | 7% | 2% | ?
28 | 5% | -1% | 6% | -19% | ?
29 | 1% | 14% | -2% | -9% | ?
30 | 0% | -4% | -3% | -6% | ?
31 | -14% | 0% | -1% | 6% | 5%
32 | -9% | 6% | 0% | 11% | ?
